Compound activity as filed in PubChem BioAssay.
TbREL1 primary – TbREL1 inhibition, primary screen. P86926. TbREL1 RNA ligation, FRET fluorescence. inhibition, % at 9.66 µM. 89,000 tested, 0.49% active. AID 1117264;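 active means inhibition above the mean inhibition across all screened compounds plus 3 SD, cut at about 11% in these data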;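 further: 0% = plate median of test wells and 100% = NSC42067 control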
Target sequence (P86926 whole entry, looked up): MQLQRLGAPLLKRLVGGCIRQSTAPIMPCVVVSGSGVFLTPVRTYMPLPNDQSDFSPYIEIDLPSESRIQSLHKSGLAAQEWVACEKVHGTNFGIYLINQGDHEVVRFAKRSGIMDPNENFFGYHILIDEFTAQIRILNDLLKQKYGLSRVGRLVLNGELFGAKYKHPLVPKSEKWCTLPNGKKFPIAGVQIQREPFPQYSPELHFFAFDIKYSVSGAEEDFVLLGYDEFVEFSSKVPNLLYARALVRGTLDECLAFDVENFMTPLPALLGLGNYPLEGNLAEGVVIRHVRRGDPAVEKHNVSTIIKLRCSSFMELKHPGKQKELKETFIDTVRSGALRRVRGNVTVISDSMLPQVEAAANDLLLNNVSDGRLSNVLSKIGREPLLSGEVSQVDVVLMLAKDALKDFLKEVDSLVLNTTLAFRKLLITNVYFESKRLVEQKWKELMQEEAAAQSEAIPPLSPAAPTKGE
* hit, by the source's call. Some of the compounds tested; rates above refer to the full screens.

A first look:
SMILES,TbREL1 primary
CN1/C(=C\C=C(/C#N)C(=O)Nc2ccc(Cl)cc2)C(C)(C)c2ccccc21,1
O=C(OCC(=O)c1ccc[nH]1)C1=COCCO1,2
CCC(C)NC(=O)C1CCCCN1S(=O)(=O)c1ccc(F)cc1 (stereo not drawn),0

Results, from the first entry:
SMILES,TbREL1 primary
CN1/C(=C\C=C(/C#N)C(=O)Nc2ccc(Cl)cc2)C(C)(C)c2ccccc21,1
O=C(OCC(=O)c1ccc[nH]1)C1=COCCO1,2
CCC(C)NC(=O)C1CCCCN1S(=O)(=O)c1ccc(F)cc1 (stereo not drawn),0
CN1CCN(/N=C/c2ccc(Cl)c(Cl)c2)CC1,0
COc1cc(C(c2nnnn2C(C)(C)C)N2CCN(c3nc4ccccc4s3)CC2)ccc1O (stereo not drawn),2
CC(C)[C@H](NC(=O)c1ccccc1)C(=O)OCC(=O)N1CC(=O)Nc2ccccc21,-2
COc1ccc(-c2nn(-c3ccccc3)cc2C#N)cc1,1
CN(C)Cc1nc2c([nH]1)c(=O)n(C)c(=O)n2C,0
COc1cc(/C=C2/C(=N)N3C(SC)=NSC3=NC2=O)ccc1OC(=O)c1ccco1,0
Cc1cccnc1NC(=S)NCCc1ccccc1,-7
CCN(CC)CCN1C(=O)C(=O)/C(=C(/O)c2ccc(S(=O)(=O)N3CCOCC3)cc2)C1c1ccc(C)cc1 (stereo not drawn),-2
COC(=O)C1=C(C)N(Cc2ccccc2)C(=NCc2ccccc2)N[C@H]1c1cccc(F)c1,14*
Cc1ccccc1NC(=O)NCC1CCN(c2ccc(S(=O)(=O)N3CCOCC3)cc2)CC1,-2
COc1ccc(-c2csc(C)n2)cc1OC,-2
CCO[C@H]1OC(C(=O)O)=C[C@@H](c2ccccc2)[C@@H]1CCCO,-1
C[C@H]1COc2cc(N3CCSCC3)ccc2S(=O)(=O)N1C,7
CCCc1nc(-c2cc3ccccc3[nH]c2=O)no1,-2
CN(C)c1ccc(C2C3C(=O)NC(=O)C3ON2c2ccc(Cl)cc2)cc1 (stereo not drawn),-6
Cc1onc(-c2ccccc2)c1C(=O)NC(C)CCc1ccccc1 (stereo not drawn),-1
Cc1cccc(CSc2nc3c(cc2C#N)CCC3)c1,2
Cc1c(/C(O)=C2\C(=O)C(=O)N(CCN(C)C)C2c2ccco2)cnn1-c1ccccc1 (stereo not drawn),-2
Cc1cc(-n2nc(C)cc2C)n2ncc(-c3ccccc3)c2n1,-1
CCOc1cc(-c2c(C#N)c(N)nc3c2CCc2ccccc2-3)ccc1O,-2
CC(NCC(=O)NC(=O)NCCC1=CCCCC1)c1ccc(S(N)(=O)=O)cc1 (stereo not drawn),0
CCCCn1c(N)c(N(CCC)C(=O)C2CCCC2)c(=O)[nH]c1=O,4
CC1(C#N)c2ccccc2C(Br)=CN1C(=O)c1ccccc1 (stereo not drawn),0
C/C=C\C=C/C(=O)Nc1cccc(C2=NOC3(C2)C[C@H](C(N)=O)N(C(=O)c2ccc(OC)cc2)C3)c1 (stereo partly drawn),1
COc1cc(NC(=O)CCc2nnc3ccc(N4CCC5(CC4)OCCO5)nn23)cc(OC)c1,0
CN(C)C(=O)CSc1nnc(Cc2ccc([N+](=O)[O-])cc2)o1,2
COc1ncc(-c2ccc(N3C(c4ccsc4)=Cc4ccccc4C3CC(C)=O)cc2)cn1 (stereo not drawn),2
CCOc1ccc(NS(=O)(=O)c2ccc(OCC(=O)NCc3ccncc3)cc2)cc1,-1
COC(=O)c1sc(NC(=O)c2ccncc2)nc1C,-1
CN(C)CC/C=C1/c2ccccc2Sc2c(O)cc(Cl)cc21,-5
Cc1ccc(S(=O)(=O)NCC(=O)OCc2cc(=O)oc3c(C)c(C)ccc23)cc1C,4
CCc1ccc(N(CC(=O)NC(C)(C)C)C(=O)CNC(=O)c2cccs2)cc1,-2
C[C@@H]1CN([C@H](C)CO)C(=O)c2cc(NC(=O)Nc3ccc(C(F)(F)F)cc3)ccc2O[C@H]1CN(C)S(=O)(=O)c1ccccc1,0
CCn1c(-c2nonc2NC(=O)c2ccccc2)nc2ccccc21,1
CC(=O)Nc1ccc(NC(=O)c2cc(-c3ccc(F)cc3C)n[nH]2)cc1,-1
CCn1c(C)cc2c(c1=O)C(c1ccccc1)C(C(=O)OC)=C(N)O2 (stereo not drawn),7
COc1cc(/C=C2\CCCc3c2nc2ccccc2c3C(=O)O)cc([N+](=O)[O-])c1O,0
Cc1c(NC(=O)CSc2ncccn2)c(=O)n(-c2ccccc2)n1C,2
Nc1ncc([N+](=O)[O-])c(Oc2ccccc2F)n1,6
COCc1nn2c(N)c(C#N)cnc2c1-c1ccccc1,1
COc1ccc(Cl)cc1NC(=O)CN(C)S(=O)(=O)c1cccs1,2
CCOC(=O)c1c[nH]c2c3c(ccc2c1=O)CCCC3,1
C/C(N)=C(/C#N)C(=O)CSc1nnnn1-c1ccc(C)cc1C,-3
O=C(CCNC(=O)c1ccccc1Cl)Nc1ccc2c(c1)OCO2,1
Cc1ccc(C(=O)O)c(C(=O)Nc2nc(C)cs2)c1,-1
COc1ccccc1CCNS(=O)(=O)CCNC(=O)c1ccccc1,-3
Cc1ccc(CNC(=O)CCS(=O)(=O)c2cc3c(cc2Br)CCN3C(=O)C2CC2)o1,5

Four of the compounds above, with the structure last.
TbREL1 primary | SMILES
1 | COCc1nn2c(N)c(C#N)cnc2c1-c1ccccc1
2 | COc1ccc(Cl)cc1NC(=O)CN(C)S(=O)(=O)c1cccs1
1 | O=C(CCNC(=O)c1ccccc1Cl)Nc1ccc2c(c1)OCO2
-3 | C/C(N)=C(/C#N)C(=O)CSc1nnnn1-c1ccc(C)cc1C

(more compounds)
SMILES,TbREL1 primary
NS(=O)(=O)c1ccc(N2N=C(c3ccc(Br)cc3)CC2c2ccc(F)cc2)cc1 (stereo not drawn),2
N#CC1=C(S)N(c2ccc(F)cc2)C2(CCCCC2)NC1=O,-6
O=C(COc1cccc(Br)c1)NN=C1c2ccccc2-c2ccccc21,1
O=C(COc1ncnc2sccc12)NC1CCS(=O)(=O)C1 (stereo not drawn),2
CC(C)CNC(=O)OCc1cn(Cc2ccccc2C(F)(F)F)nn1,2
[O-]/C(=C(\C(=S)Nc1ccccc1F)[n+]1ccccc1)c1ccc(OC(F)F)cc1,-3
CCCc1cc(C(=O)N2CCCC(Cc3cccc(Cl)c3)(C(=O)OCC)C2)n(C)n1 (stereo not drawn),-1
O=C(CN1CCOCC1)N1CCCc2c1c(=O)oc1ccc(OCc3ccccc3)cc21,-3
NCCCCCc1cn([C@@H](CCC(=O)O)C(=O)NCCCCCCCCCCC(=O)N2CCNCC2)nn1,0
Cc1ccc(OCCOc2cccc3ccc(C)nc23)c([N+](=O)[O-])c1,-1
Cc1cccc(C)c1NC(=O)COC(=O)CCc1c[nH]c2ccccc12,-4
CCN(CC(=O)NCc1cccs1)C(=O)c1cc(S(=O)(=O)NCc2ccccc2)ccc1C,5
CC1=CSC2=NC(=O)/C(=C\c3cccn3-c3ccccc3)C(=N)N12,-1
Cc1cccc(C(=O)Nc2ccc(O)c3c(=O)cc(-c4ccccc4Cl)oc23)c1,9
CCOC(=O)C1=C(COC(=O)c2c(OC)cccc2OC)NC(=O)NC1C (stereo not drawn),0
Cc1n[nH]c(=O)c2c(NC(=O)CSc3nnnn3-c3ccc(O)cc3)oc(C)c12,-2
Cc1cc(C)n(CC(=O)N2CCCC(N3CCN(Cc4ccc5c(c4)OCO5)CC3)C2)n1 (stereo not drawn),2
O=C(O)CCc1ccc(-c2cccs2)n1NC(=O)c1ccccc1Br,-1
O=C(c1ccccc1)C1CCN(C(=O)Nc2ccccc2)CC1,1
COc1ccc(COC(=O)CCc2c[nH]c3ccccc23)cc1F,-7
O=C1CC(=O)N(CCNc2ncc(C(F)(F)F)cc2Cl)C(=O)N1,-3
Cn1c(CN(O)S(=O)(=O)c2ccc(Cl)cc2)nnc1C(F)(F)F,-1
CCn1c2ccccc2c2cc(NC(=O)CSc3nnc(-c4ccccc4)n3Cc3ccco3)ccc21,-3
O=C(O)C1(Nc2ccc([N+](=O)[O-])cc2[N+](=O)[O-])CCCC1,-1
O=c1c(Cc2ccc(F)cc2)c(O)ccn1Cc1ccco1,-3
CC(C)(C)C(=O)Nc1ccccc1C(=O)Nc1cc(Cl)ccc1Cl,0
CCCCn1nnnc1C(c1ccccc1)N1CCN(c2ccc(C(F)(F)F)cc2[N+](=O)[O-])CC1 (stereo not drawn),0
CC(C)C(=O)N[C@H]1CCC2C3CC=C4C[C@@H](O)CC[C@]4(C)C3CC[C@@]21C (stereo partly drawn),2
COC(=O)[C@]12C[C@H](CC(=O)NCc3cccs3)C(=O)N(Cc3ccco3)C1=C[C@H](C1CCCC1)O[C@@H]2C,-2
Cc1nn(C(=O)Cn2cc([N+](=O)[O-])cn2)c(C)c1Cl,11*
CCC(C)n1c(SCC(=O)NCCc2ccc(S(N)(=O)=O)cc2)nc2ccsc2c1=O (stereo not drawn),-2
COc1cc(/C=N/NC(=O)C(=O)/C=C2\NC(C)(C)Cc3ccccc32)ccc1O,6
CCCCNC(=O)CSc1nc2ccccc2c(=O)n1C1CCCC1,0
COc1ccc(C2=NCCc3cc(OC)c(OC)cc32)cc1,1
CC(C)(C)c1csc(NC(=O)CSC2=NCCS2)n1,0
O=C(c1ccc2oc(CCCc3ccccc3)nc2c1)N1CCCCC1CO (stereo not drawn),0
Clc1ccc(Cc2nnc(-c3ccccc3Br)o2)cc1,-2
CNC(=O)NC(=O)C(C)OC(=O)c1ccc(Cl)c(S(=O)(=O)Nc2ccc(F)cc2)c1 (stereo not drawn),9
CC(C)C[C@H](NC1(C(=O)NC2CCCCC2)CCN(C(=O)OC(C)(C)C)CC1)C(=O)NCCc1c[nH]c2ccccc12,1
Cc1nn2c(N3CCCC3)cc(C(C)C)nc2c1-c1ccccc1,3
O=C(CN1C(=O)NC2(CCCC2)C1=O)Nc1ccccc1F,5
CC(C)CN(CCCNC(=O)CN1C(=O)COc2ccc(S(=O)(=O)N3CCCC3)cc21)CC(C)C,9
C[C@@H]1[C@@H](O)C[C@@]2(C[C@H](O)c3cc(Cl)cc(Cl)c3O2)O[C@H]1c1ccccc1Cl,-2
CC(=O)Nc1cccc(NC(=O)CSc2nccn2Cc2ccc(F)cc2)c1,-1
CCCc1nnc(SCC(=O)Nc2ccc(OC)cc2)o1,-1
COC(=O)c1cc2ccc(OC)cc2c2cc(OC)c(OC)cc12,0
COc1ccc(-c2nnc(SCC(=O)OC3CCCCC3)o2)cc1OC,0
O=S1(=O)CCO[C@H]2Cc3ccccc3[C@H]2N1Cc1cccc(F)c1,0
COc1ccc(C2CC(c3ccccc3)=NN2C(=S)Nc2ccccc2)cc1 (stereo not drawn),2
CCC(=O)NC(=S)NNC(=O)c1ccccc1[N+](=O)[O-],0

(more compounds)
SMILES,TbREL1 primary
CCCCN(C(=S)SC)C1CCS(=O)(=O)C1 (stereo not drawn),-4
CCN(C[C@H]1N[C@@](C)(C(=O)OC)[C@H]2C(=O)N(C)C(=O)[C@@H]12)C(=O)C1CCCCC1,3
COc1ccc(C(=O)NCCSCc2ccccc2C)cc1,2
O=S(=O)(c1cccs1)N1CCN(c2ccccc2)CC1,16*
CCCCCC(C)n1[nH]c(=O)c2c(C)cc(C)nc21 (stereo not drawn),-6
Cc1onc(-c2c(Cl)cccc2Cl)c1C(=O)Nc1ccc2c(c1)OCCO2,0
O=C(NC1CCCCC1)C(c1ccc(O)cc1)N(C(=O)c1cnccn1)c1cccc(F)c1 (stereo not drawn),0
CCOC(=O)N1CCC(NC(=O)CN2C(=O)CCSc3ccccc32)CC1,-4
CS(=O)(=O)Nc1ccc2c(c1)nc1n2CCOC1,5
COc1ccc(NC(=O)c2cc(SC)ccc2Cl)cc1,1

2 entries from above, with each value named.
CS(=O)(=O)Nc1ccc2c(c1)nc1n2CCOC1
  TbREL1 primary: 5

COc1ccc(NC(=O)c2cc(SC)ccc2Cl)cc1
  TbREL1 primary: 1

(more compounds)
SMILES,TbREL1 primary
NC1=NC[C@H](Cc2ccccc2)N1CC1CCCCC1,9
O=C(COC(=O)C1CCN(/C=C/C(=O)C(F)(F)F)CC1)Nc1cccc(F)c1,-3
O=C(N/N=C/c1ccc(OCc2ccccc2)cc1)c1ccco1,-1
CC1(c2ccccc2)NC(=O)N(CCN2C(=O)c3ccccc3C2=O)C1=O (stereo not drawn),4
CN(C)S(=O)(=O)c1cccc(NC(=S)N/N=C/C(=O)c2ccccc2)c1,-1
Cc1ccc2cccc(SCC(=O)N3CCOCC3)c2n1,2
O=C(Cc1ccc([N+](=O)[O-])cc1)NCc1ccncc1,2
CC(C)CN(C(=O)CSc1nc2ccccc2c(=O)n1C)C1CCS(=O)(=O)C1 (stereo not drawn),-1
CCCCNC(=O)C[C@@H]1C[C@@]2(C(=O)OC)CCCCC=C2N(Cc2ccccc2)C1=O,-5
CCc1cccc(-n2c(C)cc(O)cc2=O)c1,0
O=C1COc2ccc(C(=O)COC(=O)/C=C/c3ccc(Br)o3)cc2N1,18*
CCCc1cc(=O)[nH]c(SCC(=O)Nc2cc(C)on2)n1,-2
COc1ccc(-c2ncccc2OC(=O)C23CC4CC(CC(C4)C2)C3)cc1,4
Cc1cc(NC(=O)c2cccnc2)ccc1NC(=O)c1cc2ccccc2o1,1
CC1=NOC(=O)/C1=C\c1ccc(-c2cc(Cl)ccc2Cl)o1,1
C=CCn1c(SCC(=O)Nc2ccccc2C)nnc1-c1ccncc1,0
